Source: PubChem (MTDP)
RNase H inhibition: RNase H inhibition, HIV 1 Gag Pol polyprotein, FRET biochemical assay, screening (AID 372); HIV-1 RT RNase H, FRET RNA/DNA substrate fluorescence; higher % means a stronger effect; inhibition, % at 10 µM, or IC50 in µM where a hit was titrated; 0.77% of 100,000 active; in the data active means inhibition above about 50%
Numbers without * were called inactive; & = joins results of further samples. An excerpt. The share of hits here may be higher or lower than overall.

SMILES | RNase H inhibition
COc1cc(/C=N/NC(=O)c2cccnc2)ccc1OC(=O)c1cccc(Br)c1 | 7%
O=C(Cn1nnc2ccccc21)NNC(=S)Nc1ccccc1 | 15%
Cc1ccc(Cn2c(NCc3cccs3)nc3ccccc32)cc1 | 11%
CC(C)(C)c1ccc(C(=O)Nc2ccc(NC(=O)COc3ccccc3)cc2)cc1 | 10%
Cc1cc(C)c(NS(=O)(=O)c2c(C(C)C)cc(C(C)C)cc2C(C)C)c(C)c1 | 14%
Cc1cc2nc(-c3ccc(NC(=O)c4ccccc4)cc3O)oc2cc1C | 3%
O=C(COc1ccccc1[N+](=O)[O-])N/N=C/c1cccnc1 | 5%
COc1ccccc1N1CCN(C(=S)Nc2ccc(F)cc2)CC1 | 6%
Cc1cccc(C(=O)Nc2nc(C)cc(C)n2)c1 | 2%
Cc1ccc(OCCSc2ncnc3nc[nH]c23)c(C(C)C)c1 | 21%
Cc1oc2cc(Br)c(O)cc2c1C(=O)OC(C)C | 2%
CC(C)(C)c1cc(C(=O)Cn2c(=N)n(Cc3ccccc3)c3ccccc32)cc(C(C)(C)C)c1O | 23%
O=C(c1ccc(S(=O)(=O)N2CCCC2)cc1)N1CCN(C/C=C/c2ccccc2)CC1 | 8%
COc1cc(C=O)ccc1OCCOc1c(C)cc(C)cc1C | 26%
N#Cc1c(-c2ccc(Nc3ccccc3)cc2)nn(-c2ccccc2)c1N | 26%
COc1ccc2c(c1OC)C(=O)N(c1nc(-c3ccccc3)cs1)C2=O | 3%
O=C(Nc1cccc(-c2nc3ccccc3s2)c1)c1cc2ccccc2oc1=O | 15%
Cc1ccc(C)c(Nc2c3c(c(C#N)c4nc5ccccc5n24)CCC3)c1 | 40%
O=C(NCC1CCCO1)c1cc2n(n1)C(C(F)(F)F)CC(c1ccc(Cl)cc1)N2 (stereo not given) | 7%
Cc1nn(-c2ccccc2)c(C)c1C=Nn1c(-c2ccc(C(C)(C)C)cc2)n[nH]c1=S | 22%
COc1ccccc1N1N=C(c2ccc([N+](=O)[O-])cc2)CC1c1ccccc1 (stereo not given) | 14%
NC(=O)NN=Cc1ccc(Oc2ccc([N+](=O)[O-])cn2)cc1 | 8%
COc1cc(CNc2ccc(Br)cc2C)c([N+](=O)[O-])cc1OC | 0%
O=C(Nc1ccc(Cc2ccc(NC(=O)c3cccs3)cc2)cc1)c1cccs1 | 3%
C/C(=N/NC(=O)COc1ccc(Cl)cc1[N+](=O)[O-])c1cccc(Br)c1 | 9%
Cc1ccccc1NC(=O)/C(C#N)=C/c1ccc(-c2ccc([N+](=O)[O-])cc2C)o1 | 23%
CCOc1ccc(C(=O)Nc2ccc(NC(=O)CC)cc2)cc1[N+](=O)[O-] | 4%
COc1ccc(OC)c(/C=C2/C(=O)NC(=O)N(c3ccc(C(C)C)cc3)C2=O)c1 | 1%
CC(=O)N/N=C/c1ccccc1OCCOc1cccc(C)c1 | 0%
NNC(=O)c1cc(-c2ccc3ccccc3c2)n[nH]1 | 36%

Reformatted as comma-separated lines: entries from further up
canonical_smiles,RNase H inhibition
Cc1ccc(C)c(Nc2c3c(c(C#N)c4nc5ccccc5n24)CCC3)c1,40%
O=C(NCC1CCCO1)c1cc2n(n1)C(C(F)(F)F)CC(c1ccc(Cl)cc1)N2 (stereo not given),7%
Cc1nn(-c2ccccc2)c(C)c1C=Nn1c(-c2ccc(C(C)(C)C)cc2)n[nH]c1=S,22%

Other results follow.
SMILES | RNase H inhibition
Cc1cc2ncn(C(=O)c3ccc(Cl)cc3[N+](=O)[O-])c2cc1C | 7%
CCOC(=O)C1=C(C)N=c2s/c(=C\c3ccc(-c4ccc([N+](=O)[O-])cc4C)o3)c(=O)n2C1c1ccc(OC)c(OC)c1 (stereo not given) | 17%
CCOC(=O)c1sc(NC(=O)c2ccccc2[N+](=O)[O-])nc1C | 0%
COc1ccc(NC(=O)CN2C(=O)C3C4CCC(C4)C3C2=O)cc1 (stereo not given) | 3%
CC(C)c1cc(C(C)C)c(NC(=O)Cc2ccccc2)c(C(C)C)c1 | 27%
Cc1ccc(C=Nc2ccc(F)cc2)o1 | 33%
COc1cc(C(=O)NCc2ccc(C)cc2)c([N+](=O)[O-])cc1OC | 0%
COc1ccccc1N1CCN(C(=O)c2ccc(N(C)C)cc2)CC1 | 17%
CCc1ccccc1Nc1nc(-c2cccnc2)cs1 | 9%
C=CCc1ccc(OCC(O)CN2CCN(CC)CC2)c(OC)c1 (stereo not given) | 10%
COc1ccc2c(c1OC)C(=O)N(c1ccc(Cl)c(Cl)c1)C2=O | 8%
COc1cc(C=C2C(=O)N(C)C(=O)N(C)C2=O)ccc1OC(=O)c1cc(F)c(F)cc1Cl | 10%
O=C(COc1ccc(Br)cc1)Nc1ccc(Cl)cn1 | 2%
CCCCc1c(C)nc(N/N=C(\C)c2cccc([N+](=O)[O-])c2)[nH]c1=O | 9%
CCN(CC)CCN(C)Cc1cccc(Br)c1 | 4%

Part of the list above, as comma-separated lines.
mol,RNase H inhibition
COc1ccccc1N1N=C(c2ccc([N+](=O)[O-])cc2)CC1c1ccccc1 (stereo not given),14%
COc1ccc(OC)c(/C=C2/C(=O)NC(=O)N(c3ccc(C(C)C)cc3)C2=O)c1,1%
Cc1ccc(C)c(Nc2c3c(c(C#N)c4nc5ccccc5n24)CCC3)c1,40%
CCN(CC)CCN(C)Cc1cccc(Br)c1,4%
COc1cc(C(=O)NCc2ccc(C)cc2)c([N+](=O)[O-])cc1OC,0%
O=C(Cn1nnc2ccccc21)NNC(=S)Nc1ccccc1,15%
CC(=O)N/N=C/c1ccccc1OCCOc1cccc(C)c1,0%

Quoted from the listing:
In RNase H inhibition, `CCN(CC)CCN(C)Cc1cccc(Br)c1` reads 4%
In RNase H inhibition, `CCCCc1c(C)nc(N/N=C(\C)c2cccc([N+](=O)[O-])c2)[nH]c1=O` reads 9%
In RNase H inhibition, `C=CCc1ccc(OCC(O)CN2CCN(CC)CC2)c(OC)c1` (stereo not given) reads 10%

Continued.
SMILES | RNase H inhibition
CC(=O)Nc1ccc(-n2c(C)cc(/C=C(/C#N)C(=O)Nc3cccc(C)c3)c2C)cc1 | 16%
O=C1NC(=S)N/C1=C/c1ccc(-c2cccc(Br)c2)o1 | 19%
Cc1ccc(-n2c(NN)nc3c(c2=O)C2(CCCC2)Cc2ccccc2-3)cc1 | 13%
O=C(Nc1ccc(-c2nc3ncccc3o2)cc1)c1cccc(Cl)c1Cl | 20%
Cc1cccc(NCN2C(=O)CSC2=O)c1 | 4%
O=c1c2c3c(sc2[nH]c(=S)n1-c1ccccc1)CCC3 | 1%&9%
CCOC(=O)Nc1cc([N+](=O)[O-])ccc1Cl | 0%
CC(=O)Nc1ccc(Oc2nnc(-c3ccc(Cl)cc3)c3ccccc23)cc1 | 34%
O=C(N/N=C/c1ccc(F)cc1)c1cc(C2CC2)[nH]n1 | 14%
Cn1ccnc1C(O)c1cc(C(C)(C)C)c(O)c(C(C)(C)C)c1 (stereo not given) | 13%
Cc1c(Cl)cccc1-c1ccc(/C=N/N=C2\NC(=O)CS2)o1 | 55%*
O=C(CCN1CCCC1)Nc1ccc2c(c1)OCO2 | 0%
O=C1c2ccc(-c3nc4ccc(I)cc4c(=O)o3)cc2C(=O)N1c1cccc([N+](=O)[O-])c1 | 0%
CC1=C(C(=O)OC(C)C)C(c2ccsc2)NC(=O)N1C (stereo not given) | 11%
CC(=O)c1ccc(Nc2nc(-c3ccccc3)c3cc(Br)ccc3n2)cc1 | 7%
C=CCNC(=O)CN(c1ccc(C(C)C)cc1)S(C)(=O)=O | 7%
CCc1ccc2oc(-c3cccc(NC(=O)c4ccccc4C)c3)nc2c1 | 11%
CC(C)(C)c1ccc(C(=O)NNC(=O)c2ccco2)cc1 | 3%
Cc1ccc(-c2ncnn2-c2cccc(Cl)c2C)cc1 | 16%
O=C1/C(=C\c2ccncc2)SC(=S)N1Cc1ccccc1 | 1%
Cc1c(NC2=C(Cl)C(=O)c3c(Cl)c(Cl)c(Cl)c(Cl)c32)c(=O)n(-c2ccccc2)n1C | 22%
CCC(=O)NC(=S)Nc1ccc2oc(-c3ccccc3Cl)nc2c1 | 11%
CCCOC(=O)c1ccc(NS(=O)(=O)Cc2ccccc2)cc1 | 6%
Cc1ccc(OCCOc2ccc(Br)cc2C=C2C(=O)NC(=S)NC2=O)cc1 | 16%
COc1ccc(CNC(=O)C(=O)N/N=C/c2ccccc2[N+](=O)[O-])cc1 | 7%
CC1=NN(c2ccccc2)C(=O)/C1=C\c1cn(-c2ccccc2)nc1-c1ccc(-c2ccccc2)cc1 | 14%
Cc1ccc2nc(-c3ccc(OC(=O)c4ccccc4F)cc3)sc2c1 | 11%
CNC(=O)/C(=C\c1ccc(Br)cc1)NC(=O)c1ccc([N+](=O)[O-])cc1 | 0%
COC(=O)Cn1cc(/C=C2\C(=O)NC(=O)N(c3cc(C)cc(C)c3)C2=O)c2ccccc21 | 0%
CCCCc1nnc(NC(=O)CCc2ccccc2)s1 | 8%
O=C(N/N=C/c1cccc(Cl)c1Cl)C(=O)N1CCCC1 | 12%
CC(C)(C)c1ccc(C(=O)Nc2cccc(Br)c2)cc1 | 12%
COc1cc(CN2CCN(S(=O)(=O)c3ccc(Cl)cc3)CC2)cc(OC)c1O | 17%
Cc1cccc(C(=O)NC(=S)Nc2ccc(-c3nc4ccccc4o3)c(O)c2)c1 | 35%
COc1cc(CN2CCN(Cc3cccnc3)CC2)c([N+](=O)[O-])cc1OC | 16%
CC(=O)Nc1ccccc1NC(=O)COc1ccc(Br)cc1Cl | 7%
CC(=O)NC(NC(=S)Nc1ccc(-c2ccccc2)cc1)C(Cl)(Cl)Cl (stereo not given) | 40%
CCOC(=O)C1=C(C)N=c2s/c(=C\c3ccc(-c4cccc(C(F)(F)F)c4)o3)c(=O)n2C1c1c(OC)ccc2ccccc12 (stereo not given) | 10%
CC(C)(C)NCCOCCOc1c(Cl)cc(Cl)cc1Cl | 8%
CCN(CC)c1ccc(C=Nc2ccc(Sc3ccc([N+](=O)[O-])cc3)cc2)cc1 | 20%
COc1ccc(C2=C(/C=C3\SC(=S)NC3=O)C(c3ccccc3)c3ccccc3O2)cc1OC (stereo not given) | 44%
COc1ccccc1C1NC(=O)N(C)C(C)=C1C(=O)OCCOc1ccccc1 (stereo not given) | 14%
Nc1nc(OCC(F)(F)F)cc(Oc2ccccc2F)n1 | 0%
Clc1ccc(Cl)c(N=c2scc(-c3ccc(Br)cc3)n2-c2ccccc2)c1 | 13%
O=C(Nc1ncccn1)c1cc([N+](=O)[O-])cc([N+](=O)[O-])c1 | 6%
CCOc1ccc(C(=O)/C=C/c2ccc(Cl)cc2)cc1 | 10%
O=C(c1cc(Cl)ccc1Cl)N1CCCCC1 | 2%
COC(=O)C1=CN(CC2CCCO2)C=C(C(=O)OC)C1c1ccc2c(c1)OCO2 (stereo not given) | 1%
CC(C1CC1)N(C(=O)Nc1ccccc1Cl)c1ccccc1 (stereo not given) | 16%
COc1ccc(/C=C(\Br)[N+](=O)[O-])cc1 | 7%
Cc1cc(NC(=O)c2cccc(Br)c2)ccc1NC(=O)c1ccccc1 | 6%
NC(=O)c1ccccc1NC(=O)c1cncc(Br)c1 | 10%
NC(=O)c1c(NC(=O)C2C3C=CC(C3)C2C(=O)O)sc2c1CCCCC2 (stereo not given) | 5%
COc1ccccc1OCCOc1ccc(/C=N/N2C(=O)CSC2=S)cc1 | 0%
COc1cc(NC(=O)C2CCCCC2)c(OC)cc1Cl | 7%
O=C(CSc1nc2ccccc2s1)OCC(=O)c1ccc(Cl)cc1 | 7%
CCOC(=O)CN1C(=O)C(O)(CC(=O)c2cccs2)c2ccccc21 (stereo not given) | 1%
CC1=C(C(=O)Nc2ccccc2C)C(c2cccs2)C(C#N)=C(SCC(=O)Nc2ccccc2)N1 (stereo not given) | 12%
Cc1c(C(=O)Nc2ccc(F)cc2F)cccc1[N+](=O)[O-] | 8%
O=C(/C=C/c1ccccc1Cl)Nc1ccccc1C(F)(F)F | 25%

Continued.
SMILES | RNase H inhibition
CCc1c(C#N)c(N)nc2sc(C(=O)Nc3ccc(Br)cc3)c(N)c12 | 17%
COc1ccc(/C(CCC/C(=N\O)c2ccc(OC)cc2)=N\O)cc1 | 9%
CN1CCC(=NNC(=O)c2ccc(N(Cc3ccccc3)S(C)(=O)=O)cc2)CC1 | 16%
COc1ccc(C(=O)N=Nc2c(O)[nH]c3c(C)cc(Br)cc23)cc1 | 5%
CC(C)C(=O)Nc1ccc(-c2nc3ncccc3o2)cc1 | 7%
CCCOc1ccc2c(C)c(Cc3ccccc3)c(=O)oc2c1C | 7%
Cc1c(CN(C)C)c2c(n1Cc1ccccc1)C(=O)c1ccccc1-2 | 5%
O=C(O)c1ccccc1SC1CC(=O)N(Cc2ccccc2)C1=O (stereo not given) | 12%
N#CC1=C(N)Oc2cc(O)ccc2C1c1ccccc1C(F)(F)F (stereo not given) | 13%
CCOC(=O)c1c(C)nc(-c2ccccc2)nc1NC(=O)CC | 0%
Cc1c[n+]2ccsc2n1CCCS(=O)(=O)[O-] | 7%
O=C1c2ccccc2NC(c2ccccc2[N+](=O)[O-])N1O (stereo not given) | 9%
CCOC(=O)c1c(N)sc(C(=O)Nc2ccccc2)c1C | 5%
O=C(NCC1CC2CC1C1CC21)C1C2C3C4CC5C3C5C4C12 (stereo not given) | 9%
Cc1cccc(OCCOc2ccc(/C=N/n3cnnc3)cc2)c1 | 7%

Looked up by structure from the list above (4):
SMILES | RNase H inhibition
Cc1c[n+]2ccsc2n1CCCS(=O)(=O)[O-] | 7%
COc1ccc(C(=O)N=Nc2c(O)[nH]c3c(C)cc(Br)cc23)cc1 | 5%
CCOC(=O)c1c(N)sc(C(=O)Nc2ccccc2)c1C | 5%
CC(C)C(=O)Nc1ccc(-c2nc3ncccc3o2)cc1 | 7%

Next compounds
SMILES | RNase H inhibition
Cc1ccc(Cn2cc(/C=C3\SC(=O)N(C)C3=O)c3ccccc32)cc1 | 13%
CC(C)(C)NC(=O)c1cccc(NC(=O)c2ccc(Cl)c(Cl)c2)c1 | 23%
CCOC(=O)c1cccc(NC(=O)/C=C/c2ccc(Cl)cc2)c1 | 19%
CCOc1cc(/C=C2\SC(=S)N(C)C2=O)ccc1OCCOc1ccc(Cl)c(C)c1 | 9%
O=C(Nc1ccccc1[N+](=O)[O-])c1cccc(N2C(=O)CCC2=O)c1 | 2%
CCN(CC)CC#CCC(C)OCCC#N (stereo not given) | 18%
CCOC(=O)C1=C(C)NC2=C(C(=O)c3ccccc32)C1c1cccs1 (stereo not given) | 20%
